# HEK cytotox = Cytotoxic Profiling in HEK 293 Cell Line of Diverse Libraries Using Quantitative High-Throughput Screening; HEK 293 viability, ATP luminescence (CellTiter-Glo), 48-72 h; Potency, µM (series often up to 115 µM), for inactives: top-dose activity change, negative = cytotoxicity, most hits filed as inhibitors; 94,000 tested, 6.6% active; note: potency is the fitted concentration of half-maximal effect; nearly all actives have a fitted effect of over 60% in size
#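 HEK 293 seeded at 250 cells/well receive compound via pintool. After 48 or 72 hr at 37 degree Celsius, 5% CO2 and 95% humidity, CellTiter-Glo is dispensed and luminescence read following 10 min at room temperature.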
# SNCA expr inh = Primary qHTS assay for inhibitors of alpha-synuclein gene (SNCA) expression | HEK-293 SNCA-luciferase knock-in, luminescence, 24 h | Potency, µM (top dose mostly 57.2 µM), inactives show at the top dose activity change, negative = inhibition, hits mostly inhibitors | 140,000 tested, 0.17% active | AID 1671194, 2021;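 note: potency is the fitted concentration of half-maximal effect; plate controls were DMSO cells for no effect and cell-free wells for full effect; nearly all actives have a fitted effect of over 45% in size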
# 3T3 cytotox = Cytotoxic Profiling in NIH 3T3 Cell Line of Diverse Libraries Using Quantitative High-Throughput Screening; NIH 3T3 viability, CellTiter-Glo ATP luminescence, 48-72 h; Potency, µM (highest dose often 96.7 µM), for the others: top-dose activity change, negative = cytotoxicity, actives largely listed as inhibitors; 94,000 tested, 4.3% active; note: potency is the fitted concentration of half-maximal effect; nearly all actives have a fitted effect of over 55% in size
#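 NIH 3T3 cells at 400 cells/well received 23 nL of compound by pintool and were incubated 48 or 72 h at 37 °C. Viability was read as ATP-coupled CellTiter-Glo luminescence.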
# FLuc inh = Firefly luciferase inhibition profiling of diverse chemical library using quantitative high-throughput screening; Luciferin 4-monooxygenase (Photinus pyralis), P08659; purified P. pyralis luciferase, luminescence, biochemical; Potency, µM (highest dose often 115 µM), without a hit: at the top dose activity change, negative = inhibition, usual class: inhibitors; 76,000 tested, 2.5% active; note: potency is the fitted concentration of half-maximal effect; nearly all actives have a fitted effect of over 65% in size
# Target sequence (P08659 whole entry, looked up): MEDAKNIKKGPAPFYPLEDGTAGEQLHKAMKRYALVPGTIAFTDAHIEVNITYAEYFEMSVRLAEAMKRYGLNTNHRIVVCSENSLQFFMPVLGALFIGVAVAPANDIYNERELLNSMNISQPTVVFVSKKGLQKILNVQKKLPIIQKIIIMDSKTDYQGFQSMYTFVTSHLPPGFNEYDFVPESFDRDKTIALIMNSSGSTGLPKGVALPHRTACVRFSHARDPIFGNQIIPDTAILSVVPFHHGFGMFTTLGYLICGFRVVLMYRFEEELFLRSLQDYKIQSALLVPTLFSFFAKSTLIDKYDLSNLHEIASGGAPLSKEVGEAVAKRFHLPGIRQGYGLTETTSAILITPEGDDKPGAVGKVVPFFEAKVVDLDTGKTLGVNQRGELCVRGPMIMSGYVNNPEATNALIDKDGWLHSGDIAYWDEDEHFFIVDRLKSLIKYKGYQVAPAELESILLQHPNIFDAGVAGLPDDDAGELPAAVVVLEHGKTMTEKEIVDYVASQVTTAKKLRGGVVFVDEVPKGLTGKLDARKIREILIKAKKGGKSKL
#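 Biochemical qHTS: compound (6-point titration) added to 10uM D-luciferin plus 10uM ATP in Tris acetate pH 7.5 buffer with Mg, Tween-20 and BSA, then purified enzyme at 10nM; light output imaged.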
# HEK293 viab = GF-AFC viability counterscreen for inhibitors of alpha-synuclein gene (SNCA) expression; Potency, µM (top dose mostly 57.1 µM), for the others: at the highest dose activity change, negative = cytotoxicity, hits mostly cytotoxic; HEK-293-SNCA-luc viability, GF-AFC fluorescence, 24 h; 150,000 tested, 0.12% active; AID 1671193, 2021;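 note: potency is the fitted concentration of half-maximal effect; 0% = DMSO-treated cells and -100% = medium-only wells without cells; nearly all actives have a fitted effect of over 30% in size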
#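 HEK-293-SNCA-luc cells (1500/well) plated 24 h, then exposed 24 h to a dilution series; GF-AFC added 30 min at 37C, fluorescence 405/540 nm; normalised to medium-only and DMSO wells, Hill fit.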
# GPT2 inhibitor = Primary qHTS assay for inhibitors of Glutamate pyruvate transaminase 2 (GPT2); Recombinant GPT2, coupled pyruvate oxidase/HRP Amplex Red fluorescence; 100,000 tested, 0.25% active; Potency, µM (top dose mostly 57.7 µM), for inactives: at the highest dose activity change, negative = inhibition, hits mostly inhibitors; note: potency is the fitted concentration of half-maximal effect; nearly all actives have a fitted effect of over 60% in size; many of its hits are not listed in these tables
#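 GPT2 10ng/uL, a-KG 250uM, L-Ala 2mM, HEPES pH7.5 + 0.0001% Tween; 30 min RT. Then Amplex mix (PO/HRP/ThPP), 30 min RT dark, fluorescence. AOA 50uM used as positive control.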
# IP6K1 inh = Primary qHTS assay for small molecule inhibitors of Inositol hexaphosphate kinase 1 (IP6K1) | IP6K1 kinase, ADP-Glo luminescence, 2 h; stronger effect = lower value | activity change, % (series mostly up to about 58 µM) | AID 1645851, 2021 | 140,000 tested, 0.81% active | Inositol hexakisphosphate kinase 1 (Homo sapiens), Q92551; in the data active = activity change below about -25%
# Target sequence (Q92551 whole entry, looked up): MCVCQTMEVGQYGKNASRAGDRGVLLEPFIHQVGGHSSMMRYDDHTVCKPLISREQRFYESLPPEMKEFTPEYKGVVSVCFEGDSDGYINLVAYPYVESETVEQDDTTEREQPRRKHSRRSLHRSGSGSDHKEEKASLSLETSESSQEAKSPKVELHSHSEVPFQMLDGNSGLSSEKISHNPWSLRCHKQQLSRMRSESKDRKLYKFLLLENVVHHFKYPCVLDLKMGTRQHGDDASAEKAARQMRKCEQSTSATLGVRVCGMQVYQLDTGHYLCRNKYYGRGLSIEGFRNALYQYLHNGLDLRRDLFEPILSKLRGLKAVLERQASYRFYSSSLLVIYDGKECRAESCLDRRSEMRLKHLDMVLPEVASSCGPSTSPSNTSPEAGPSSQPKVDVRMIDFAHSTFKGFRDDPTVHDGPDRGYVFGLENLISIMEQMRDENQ
#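 ADP-Glo luminescence measures ADP made by human IP6K1 during a 2 h RT reaction with ATP/IP6 (mix at 1.3 mM/130 uM); top library doses 57.5 and 19.1 uM final.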
# * marks the source's active call; other numbers are inactive results; i = inactive; u = inconclusive; x = no result given; [ ] = remark or other dose. Unless noted, calls come from the whole dose curve; as a rule, active = well fitted curve in the direction sought with a large enough effect; inconclusive = small, poorly fitted or top-dose-only effect, or another doubt; inactive = no such curve, though single readings can be large; an effect the other way counts as inactive or inconclusive. Unless noted, % is set by controls: 0 for no effect and ±100 for the full control effect. Some of the compounds tested. The share of hits here may be higher or lower than overall.
SMILES,HEK cytotox,SNCA expr inh,3T3 cytotox,FLuc inh,HEK293 viab,GPT2 inhibitor,IP6K1 inh
CN(C)c1nc(-c2ccncc2)nc2c1CCN(C(=O)c1[nH]ncc1Cl)C2,u,2%,-1%,-4%,4%,-2%,5
O=C(NC1CC(=O)N(c2ccccc2)C1)c1ccc(S(=O)(=O)N2CCOCC2)cc1 (configuration not stated),x,8%,x,x,-3%,x,-3
COc1ccc(F)cc1S(=O)(=O)N1CCCN(C(=O)C2CC2)c2ccccc21,u,-1%,-28%,-6%,-6%,-4%,2
Cc1nc(C)c(CC(=O)NC2CCCN(CCCc3ccccc3)C2)c(=O)[nH]1 (configuration not stated),-12%,39%[activator],1%,5%,7%,-8%,-11
CN(C)C(=O)c1cccnc1OC1CCN(C(=O)c2cccc(F)c2)C1 (configuration not stated),-5%,12%,i,5%,6%,i,10
CCOCCCNC(=O)NC1CCN(c2ccc(OC)cc2)C1=O (configuration not stated),-9%,-4%,-2%,4%,-12%,i,9
Cc1ccc(NC(=O)CCCn2c(=O)c3cccn3c3ccccc32)c(Cl)c1,x,15%,x,x,-2%,x,18
CCOC(=O)c1sc2ccccc2c1S(=O)(=O)Nc1ccc(CC)cc1,x,-24%,x,x,-1%,x,10
CC[C@H](C=C[C@@H](C)[C@H]1CC[C@H]2[C@@H]3CC=C4C[C@@H](O)CC[C@]4(C)[C@@H]3CC[C@]12C)C(C)C,x,53%[activator][25.6 µM],x,x,19%[23.9 µM],i,x
COc1ccc([C@H]2C[C@@H](O)[C@@H](O)[C@@H]2NCc2cccc(OC)c2)cc1,-19%[172 µM],2%[87.6 µM],u,-1%[172 µM],-26%[87.6 µM],-1%[88.5 µM],-3
O=C(NCCc1ccccc1)c1ccc2c(c1)N(Cc1ccccc1F)C(=O)c1ccccc1S2=O (configuration not stated),x,27%,x,x,-21%,x,20
CC[C@H]1CN(S(C)(=O)=O)CC[C@H]1CC(=O)NCc1cccc2ccccc12,-26%[172 µM],2%[87.6 µM],u,16%[172 µM],1%[87.6 µM],1%[88.5 µM],-15
Cc1cc(C)cc(NC(=O)CSc2nnc(CNC(=O)c3c(F)cccc3Cl)o2)c1,x,30%,x,x,-6%,x,9
O=C(c1cocn1)N1C[C@@H](COCC2CC2)[C@H](c2ccccn2)C1,0%,0%,-6%,-8%,2%,i,1
CC(C)C(=O)N1C[C@@H]2CCCN3CCC[C@@H]([C@H]23)[C@H]1CCCC(=O)NCC1CC1,11%,3%,4%,-1%,0%,i,-3
COCCNC(=O)c1cc(-c2ccc(Cl)cc2Cl)c2nncn2n1,i,u,-2%,x,11%[12.5 µM],4%,9
CC(C)NC(=O)[C@H]1CN(Cc2ccccc2)C[C@H]1C(=O)O,-12%,-19%,-27%,x,10%,1%,25
O=C(NC1CCCCC1)C1CCN(C(=O)c2ncn3c2COC(c2ccc(F)cc2)C3)CC1 (configuration not stated),8%,1%,0%,u,-1%,3%,-2
CCN1CCN(Cc2ccc(NC(=O)c3ccc(C)c(Oc4ccnc5[nH]ccc45)c3)cc2C(F)(F)F)CC1,x,x,x,x,u,i,-8
CC(C)C(=O)N1CCC(N2C(=O)C3(CCCCC3)C2c2ccncc2)CC1 (configuration not stated),-14%,-9%,-9%,-11%,0%[12.5 µM],-7%,-12
COc1ccccc1Nc1ccnc(N2CCC(C(=O)NCc3ccccc3)CC2)n1,u,-24%,u,x,-1%,i,21
CCCCn1cc(S(=O)(=O)c2ccc(C)c(C)c2)c(=O)c2cc(F)c(N3CCN(C)CC3)cc21,x,15%,x,x,u,x,0
CC(C)NC(=O)N1CCN(C(=O)c2cccnc2)C[C@H]1C(=O)N[C@@H](CC1CCCCC1)C(N)=O,-5%,-21%,0%,0%,-3%,i,6
O=C(COc1ccc(Cl)cc1)NCCc1csc(-c2ccc(F)cc2)n1,x,13%,x,x,-4%,x,40
O=C1[C@@H]2[C@@H](CCN2C(=O)NC2CCCCC2)N(Cc2cccs2)C(=O)N1c1cccc(F)c1,-6%,-6%,-25%,-12%,4%,u,8
O=C(c1ccccn1)N1CCCC(c2nc(CCOCC3CC3)no2)C1 (configuration not stated),-15%,-9%,-1%,-6%,-4%,i,2
CC(=O)N1CCCc2ccc(NS(=O)(=O)c3ccc(C)c(C)c3)cc21,x,84%[activator],x,x,-4%,x,-1
NC(=O)CCCSc1nc(N)nc(-c2c(Cl)cc3c4c(cccc24)COC3)n1,x,x,x,x,-19%,-5%,-2
C#CCNC(=O)c1nc(-c2cccnc2)c2cnccn12,u,8%[87.6 µM],-22%[138 µM],-5%[172 µM],11%[87.6 µM],i,12
CCOC(=O)c1ccc(NC(=O)c2nc(SCc3ccccc3F)ncc2Cl)cc1,x,31%,x,x,8%,x,-22
NC(=O)C1(C(=O)N2C[C@@H](C(=O)O)[C@H](c3ccc4c(c3)OCO4)C2)CC1,-13%,-7%,-10%,8%,-5%,i,14
Cc1nc(C2CCCCN2C(=O)c2cccc(F)c2)n[nH]1 (configuration not stated),6%,4%,2%,5%,2%,i,-10
O=C(N1CCN(C/C=C/c2ccccc2)CC1)C12CNCC1CNC2 (configuration not stated),u,-17%,u,-4%,7%,2%,9
Cn1cc(Nc2cnccc2C(=O)O)c2cccnc21,x,x,x,x,2%,i,-9
CCCn1c(SCc2nc(-c3ccc(OC)cc3OC)no2)nnc1-c1ccc(Cl)cc1,x,-19%,x,x,-20%,x,-11
CCC1CCCCN1CC(=O)Nc1cc(C)c2c(=O)oc3ccccc3c2n1 (configuration not stated),x,0%,x,x,21%,x,-4
Cc1ccc(-n2nc(C)c3c(C(=O)NCCc4ccc(S(N)(=O)=O)cc4)cc(C)nc32)cc1,x,-3%,x,x,-5%,x,12
CC(C)CC(=O)N1CCC(N2CCCC(C(=O)NCc3ccccc3)C2)CC1 (configuration not stated),-8%,-13%,i,0%,-2%,i,3
CC(N)CCCC(C)(C)O (configuration not stated),x,-17%[25.6 µM],x,x,-1%[23.9 µM],i,31
Cc1ccc(C(=O)N2CCN(c3cccc(Cl)c3)CC2)cc1-n1c(C)nc2cccnc21,x,u,x,x,-27%,x,37
CCCCn1ccc(N2CCC(c3ccccc3)CC2)c(Cl)c1=O,x,x,x,x,-10%,-2%,18
Cc1ccc2c(c1)N(C(=O)CCC(=O)Nc1ccccc1Cl)CC(C)O2 (configuration not stated),x,0%,x,x,11%,x,23
CCC1(O)CCC12CCNCC2 (configuration not stated),-13%,-7%,-10%,-4%,-6%,3%,12
O=C(NC1CCN(c2ccc3nnc(-c4ccccc4)n3n2)CC1)c1ccc(F)cc1,-4%,x,-11%,x,x,x,-5
CCOCCN1C(=O)COC[C@@H]1[C@H](O)c1ccc(NC(=O)c2ccc(OC)cc2)cc1,-20%[172 µM],-8%[87.6 µM],-33%[174 µM],u,-2%[87.6 µM],-9%[88.5 µM],-13
CCOc1ccc(NC(=O)C2CCc3ncc(-c4ccsc4)n3C2)cc1 (configuration not stated),u,-5%,u,-8%,2%,i,11
COc1cccc(CC(=O)N2CCc3nnc([C@@H]4C[C@@H](O)CN4C)n3CC2)c1,-4%,-29%,i,2%,u,i,-4
Cc1ccc2c(Sc3ccc(Cl)cc3)c(C(=O)N3CCC(C)CC3)[nH]c2c1,x,u,x,x,-6%,x,22
COc1cc(C)c(CN2CCCn3nc(C(=O)N4CCCC4)cc3C2)cc1C,45µM*,19%,45µM*,1%,-6%,2%,12
O=C(Nc1nnc(S(=O)(=O)N2CCCc3ccccc32)s1)c1cccc(Cl)c1,x,-26%,x,x,-8%,x,19
Cc1noc(C)c1CCC(=O)N1CC[C@@H](NC(=O)c2cnccn2)[C@H](O)C1,-16%,-3%,-13%,6%,2%,1%,-5
COc1ccc(CNC(=O)C(=O)Nc2cc(Cl)ccc2OC)cc1,x,u,x,x,5%,x,44
O=C(Cc1ccsc1)N1CCN(c2cc(-c3cccs3)[nH]n2)CC1,u,99%[activator],u,u,-6%,i,6
O=C(NCc1ccncc1)C1c2ccccc2C(=O)N(Cc2ccccc2)C12CCCC2 (configuration not stated),u,1%,u,1%,-10%,0%,22
COc1ccc(NC(=O)C(=O)NCC(c2ccc3c(c2)OCO3)N2CCN(C)CC2)cc1 (configuration not stated),x,15%,x,x,-9%,x,5
CCCOc1ccc(-c2nc(SCC(=O)c3ccc(Cl)cc3)n[nH]2)cc1,x,95%[activator],x,x,6%,x,-11
COc1cccc(N2CCN(C(=O)C3CCCN(Cc4cccnc4)CCC(=O)NCC3)CC2)c1 (configuration not stated),u,2%,-26%,-10%,2%,i,6
COC(=O)NC1CCN(c2nccc(Nc3ccccc3OC)n2)CC1,50µM*,18%,u,x,-7%,i,-6
COC(=O)c1ccc(CN2C[C@@H]3C(C)(C)COc4ccc(OC)cc4[C@]3(CO)C2)cc1,u,x,u,x,x,x,2
CCn1ncc(S(=O)(=O)N2CCC3(CC2)CNC(C(=O)O)C3)c1C (configuration not stated),-3%,-12%,3%,-3%,-2%,-11%,25
Cc1cccc(Cc2c(C)nc3nc(SCC(=O)NC4CCCCC4)nn3c2C)c1,x,9%,x,x,19%,x,-8
O=C(NCCCc1nc2ccccc2n1Cc1ccc(Cl)cc1)c1ccco1,x,-2%,x,x,-3%,x,-4

# High-throughput results from PubChem BioAssay.
